High-throughput results: PubChem, several laboratories
procasp7 counter = counter-screen for procaspase-3 activators: activators of human procaspase-7; P55210; recombinant procaspase-7, Ac-DEVD-pNA absorbance 405 nm; D23A/D198A/D206A triple mutant, cannot self-cleave; scale: DMSO 0, 5 µM enzyme 100; activation, % at 8.5 µM; hit rate 0.093% among 330,000;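 active means percent activation above the screen-wide mean plus 3 SD, cut at about 25% in these data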
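Assay system: Uncleavable procaspase-7 mutant enzyme; Input: 2 µM procaspase-7 mutant as dispensed; Also added: DEVD-pNA substrate; Medium: Zinc-free HEPES pH 7.4 with 300 mM NaCl, 0.01% Triton X-100; Timing: 1 h compound preincubation, 2 h substrate cleavage, 25 °C; Measured by: Epi-absorbance of released pNA at 405 nm, two timepoints.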
Yeast superoxide = lowers age-related superoxide in aged yeast cells. S. cerevisiae aged cells, superoxide DHE fluorescence; active compounds read low. superoxide response (% of plate mean), % at 10 µM. AID 2690. hit rate 0.18% among 330,000;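 active means superoxide response under a set limit, about three screen SD below normal, cut at about 65% in these data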;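 further: yeast aged for seven days with compound at 30 °C before DHE staining; 100% = average MFI of all compound-treated wells on the plate with controls excluded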
RPL19A-GFP yeast = yeast TOR pathway RPL19A-GFP modulation | S. cerevisiae RPL19A-GFP strain, flow cytometry, 3 h; active compounds read low | percent response vs DMSO, % at 10 µM | hit rate 0.3% among 330,000 | AID 2025;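 active means percent response vs DMSO below 50%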;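 further: median channel GFP fluorescence of the barcoded RPL19A-GFP strain; ratio of sample median GFP to plate DMSO average so 100% = DMSO; lower means less RPL19A-GFP as with rapamycin TOR inhibition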
AHR activator = human AHR activation; P35869; AHR-responsive luciferase reporter cells, luminescence; AID 2796; activation, % at 5 µM; hit rate 2.5% among 320,000; in the data active means activation above about 47%;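 further: 0% = vehicle wells and 100% = reference agonist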
Target sequence (P35869 whole entry, looked up): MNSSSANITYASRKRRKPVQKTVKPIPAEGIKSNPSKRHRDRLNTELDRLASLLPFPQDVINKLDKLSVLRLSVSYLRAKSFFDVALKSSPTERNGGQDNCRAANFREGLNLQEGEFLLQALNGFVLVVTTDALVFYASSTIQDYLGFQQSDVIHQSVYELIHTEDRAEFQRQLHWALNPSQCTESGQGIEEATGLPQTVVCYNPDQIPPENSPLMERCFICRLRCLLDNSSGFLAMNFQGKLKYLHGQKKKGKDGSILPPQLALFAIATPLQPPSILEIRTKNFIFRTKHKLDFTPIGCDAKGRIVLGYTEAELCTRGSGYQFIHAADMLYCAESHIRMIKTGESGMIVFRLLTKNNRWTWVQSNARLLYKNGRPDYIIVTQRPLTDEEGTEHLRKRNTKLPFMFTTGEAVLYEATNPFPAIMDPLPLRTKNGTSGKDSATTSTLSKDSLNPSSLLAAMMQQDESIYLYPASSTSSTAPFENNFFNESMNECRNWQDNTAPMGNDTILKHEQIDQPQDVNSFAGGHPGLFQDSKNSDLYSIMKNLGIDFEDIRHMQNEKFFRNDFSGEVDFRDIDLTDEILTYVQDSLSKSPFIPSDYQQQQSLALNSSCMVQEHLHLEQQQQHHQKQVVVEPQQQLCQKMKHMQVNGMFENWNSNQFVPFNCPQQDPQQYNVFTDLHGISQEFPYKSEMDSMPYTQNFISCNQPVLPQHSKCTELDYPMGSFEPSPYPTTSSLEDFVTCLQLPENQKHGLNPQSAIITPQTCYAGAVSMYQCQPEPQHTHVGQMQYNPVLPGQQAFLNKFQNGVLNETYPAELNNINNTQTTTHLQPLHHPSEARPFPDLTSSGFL
proCasp3 act = procaspase-3 (human) activation; recombinant procaspase-3 D3A, Ac-DEVD-pNA absorbance 405 nm; P42574; AID 463141; hit rate 0.11% among 330,000; activation, % at 8.5 µM;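 active means activation above the mean of all tested compounds plus 3 SD, cut at about 21% in these data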;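 further: 0% = DMSO alone and 100% = DMSO wells spiked with extra 5 µM PC-3 D3A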
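assay system = Procaspase-3 D3A mutant | signal = absorbance at 405 nm, 0 and 120 min | times = 1 h preincubation plus 2 h reaction at 25 °C | repeats = single replicate | read-out = % activation between DMSO and enzyme-spiked controls | medium = Zinc-free HEPES saline buffer with Triton X-100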
MEP2 TOR yeast = modulators of TOR pathway MEP2-GFP in S. cerevisiae; S. cerevisiae MEP2-GFP strain, flow cytometry GFP, 3 h; 100% = DMSO control level; GFP response vs DMSO, % at 10 µM; hit rate 0.51% among 330,000; AID 2016;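 active means GFP response versus DMSO above a set limit, roughly screen mean plus 3 SD, cut at about 180% in these data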;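 further: median GFP fluorescence of the barcode-gated MEP2-GFP cells per well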
GASC-1 inh = inhibitors of human GASC-1 (JMJD2C) demethylase | Q9H3R0 | GST-JMJD2C(1-420) H3K9me3 demethylation, DELFIA europium | inhibition, % at 2.35 µM | hit rate 0.069% among 330,000 | AID 2099;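 active means more than half of a compound's replicate wells show inhibition beyond 50%, single wells judged on their own value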;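 further: signal counts dimethyl H3K9 product captured on neutravidin plate; 0% = median of DMSO wells and 100% = 0.3 times that DMSO median; strong numbers were not always called active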
LAP4-GFP MLPCN = yeast TOR pathway LAP4-GFP modulation | S. cerevisiae LAP4-GFP multiplex, flow cytometry GFP, 3 h; median GFP as percent of DMSO wells | GFP response vs DMSO, % at 10 µM | hit rate 0.34% among 320,000;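 active means GFP response vs DMSO above a set limit, about the screen mean plus 3 SD, cut at about 150% in these data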
* = called active by the depositor; / = no result given; [ ] = dose if it differs, or a comment.

SMILES	procasp7 counter	Yeast superoxide	RPL19A-GFP yeast	AHR activator	proCasp3 act	MEP2 TOR yeast	GASC-1 inh	LAP4-GFP MLPCN
Cc1ccc2cccc(Oc3ncnc4scc(-c5ccccc5)c34)c2n1	5.3	100.9	98.4	1.6	-0.8	93.4	2.8	101.4
Cc1cc(Cl)c2oc(C(=O)NC(C)c3ccncn3)c(C)c2c1 (stereo not drawn)	7.5	90.2	99.7	23.3	-1.7	99.6	3.0	96.2
CCOC(=O)c1nn(-c2ccc(C)cc2)c(C)c1C(C)=O	-4.0	106.7	97.0	2.5	10.9	98.4	11.4	100.3
O=C(CSCc1ccc(F)cc1)Nc1ccc(N2CCOCC2)cc1N1CCOCC1	-0.1	102.9	99.5	1.6	1.0	99.7	0.9	97.0
Cc1cc(NN)nc(Cc2ccccc2)n1	16.6	91.2	104.1	2.5	8.7	107.2	-7.7	96.7
CC(=O)Nc1ccc(S(=O)(=O)Nc2nc3ccccc3nc2-n2ccc(=NC(=O)c3ccc(F)cc3)cc2)cc1	-5.0	113.0	103.0	0.1	7.0	102.0	2.6	109.3
Cc1ccccc1N/N=C/c1ccc(N2CCOCC2)cc1	-5.1	99.3	94.2	12.0	-3.7	99.4	-3.9	93.3
CS(=O)(=O)N1CCC(C(=O)NCc2ccc3c(c2)OCO3)CC1	2.5	87.4	98.2	-1.2	-6.0	119.8	0.3	105.4
N#Cc1ccsc1NC(=O)CSc1nncs1	-1.8	109.8	98.9	16.8	3.0	102.6	-0.6	99.4
O=C(O)Cc1ccc(C(=O)c2cccs2)s1	-2.9	106.8	102.5	-0.1	1.6	98.8	-13.0	97.9
O=C(COc1ccccc1Cl)NNC(=O)c1ccc2nc[nH]c2c1	9.0	107.8	98.5	-5.0	-4.1	111.6	-44.3	118.0
C#CCOCCOCCOCCNc1nc(N2CCOCC2)nc(N2CCN(C(=O)[C@H](CC(N)=O)n3cc(C(N)[C@@H](C)CC)nn3)CC2)n1 (stereo partly drawn)	3.8	90.9	112.4	0.2	2.7	98.8	-3.4	94.0
COc1cc(OC)c(C2NC(=O)CCC2[N+](=O)[O-])cc1OC (stereo not drawn)	-1.7	111.8	104.1	21.2	-4.9	94.8	0.0	89.8
Cc1ccc(Oc2nc3ccccc3n3cccc23)cc1	0.7	106.0	106.1	16.3	-7.0	106.0	2.9	103.0
O=C(COc1ccc(C2SCCS2)cc1)NNC(=O)C(Cl)Cl	1.4	97.2	102.3	12.0	12.1	112.5	11.0	117.9
Cc1cc([N+](=O)[O-])ccc1N	6.3	95.3	99.7	0.6	-7.5	97.6	5.8	100.9
O=C(Nc1cccnc1)c1ccc(COc2ccccc2Br)o1	-2.1	100.5	99.0	3.0	1.5	104.0	6.0	110.1
CN1CCN(c2ccc(-c3cccc(NC(=O)COc4ccc(Cl)cc4)c3)nn2)CC1	3.5	98.1	98.8	2.0	-3.0	110.4	-2.4	103.3
O=S(=O)(c1ccc(NC(=S)NCc2ccco2)cc1)N1CCCCC1	1.6	93.0	100.5	1.8	9.4	102.0	5.0	110.0
CCc1nc(SCC(=O)Nc2nccs2)c2oc3ccccc3c2n1	0.7	119.3	100.8	43.0	-2.6	107.7	5.3	104.2

Whole records, looked up by structure. Values in the order: procasp7 counter	Yeast superoxide	RPL19A-GFP yeast	AHR activator	proCasp3 act	MEP2 TOR yeast	GASC-1 inh	LAP4-GFP MLPCN
O=C(COc1ccc(C2SCCS2)cc1)NNC(=O)C(Cl)Cl in the list: 1.4	97.2	102.3	12.0	12.1	112.5	11.0	117.9
CCc1nc(SCC(=O)Nc2nccs2)c2oc3ccccc3c2n1 in the list: 0.7	119.3	100.8	43.0	-2.6	107.7	5.3	104.2
O=S(=O)(c1ccc(NC(=S)NCc2ccco2)cc1)N1CCCCC1 in the list: 1.6	93.0	100.5	1.8	9.4	102.0	5.0	110.0
C#CCOCCOCCOCCNc1nc(N2CCOCC2)nc(N2CCN(C(=O)[C@H](CC(N)=O)n3cc(C(N)[C@@H](C)CC)nn3)CC2)n1 (stereo partly drawn) in the list: 3.8	90.9	112.4	0.2	2.7	98.8	-3.4	94.0
Cc1ccc(Oc2nc3ccccc3n3cccc23)cc1 in the list: 0.7	106.0	106.1	16.3	-7.0	106.0	2.9	103.0

Later entries:
SMILES	procasp7 counter	Yeast superoxide	RPL19A-GFP yeast	AHR activator	proCasp3 act	MEP2 TOR yeast	GASC-1 inh	LAP4-GFP MLPCN
S=c1[nH]nc(-c2cccc(Cl)c2)n1/N=C/c1ccc(-c2ccccc2Br)o1	-0.5	112.7	97.4	3.9	-0.2	99.9	0.3	99.0
COc1ccc(F)c(-c2nc(CN3CCN(C(=O)c4ccco4)CC3)c(C)o2)c1	7.8	98.1	99.0	-0.1	8.0	103.0	-0.7	108.1
O=C(C1CCN(S(=O)(=O)c2cccs2)CC1)N1CCN(c2ccccc2O)CC1	15.1	95.9	102.3	1.0	3.7	111.2	10.7	108.8
C=CCNc1nc(C(=O)OCC(=O)Nc2cc(S(C)(=O)=O)ccc2Cl)cs1	-2.8	105.5	89.0	-2.2	2.9	94.4	-2.0	95.3
S=C1NCCOCCOCCOCCN1	-3.9	94.3	97.8	-0.3	1.2	99.5	5.9	110.6
COc1cc([N+](=O)[O-])ccc1NC(=S)N1CCOCC1	-15.6	91.0	96.3	2.9	-8.2	96.9	1.3	110.3
Oc1cccc2ccc(Nc3ccccn3)nc12	-3.9	72.0	85.5	7.8	-6.3	100.5	9.5	133.3
CCCCN(C)C(=O)c1cn(CC)c2nc(C)ccc2c1=O	11.4	104.3	101.7	0.7	5.2	100.4	37.7	101.6
CC(=O)Nc1ncc2c(n1)CC(c1ccco1)CC2=O (stereo not drawn)	1.5	105.2	98.3	4.3	-0.3	98.3	2.7	103.5
O=C(COc1ccccc1)Nc1ccncc1Cl	1.3	102.4	96.8	2.0	7.3	101.3	-4.6	85.0
CO/N=C(\CCC(=O)O)c1cccs1	8.7	106.1	103.5	0.5	3.4	102.4	2.1	103.6
CCNC(=O)CC(=O)Nc1ccccc1C(=O)O	-5.7	111.8	100.0	2.0	5.0	104.4	5.7	101.0
Cc1ccnc(NC(=O)CCC(=O)N(CC(=O)NC(C)(C)C)c2ccc3c(c2)OCO3)c1	1.4	104.0	100.2	2.3	11.3	109.7	-3.1	105.3
CCN1C(=O)[C@H]2[C@@H](c3ccc(-c4cc(C(C)=O)cs4)cc3)N3CCCC[C@@]3(C(=O)OC)[C@H]2C1=O	-11.2	100.4	96.1	1.6	-3.7	100.6	-1.3	96.0
CC1=C(C(N)=O)C(c2ccncc2)n2nc(-c3ccccc3Cl)nc2N1 (stereo not drawn)	-5.4	101.9	99.5	3.2	3.0	106.3	-0.8	108.5
CCCC(=O)c1cc2c(cc1NC(=O)c1ccccc1F)OCCO2	4.1	93.2	99.9	-0.8	-4.8	107.4	1.8	114.9
CN(CC(=O)NCC(=O)Nc1ccc(F)c(F)c1F)C1CCS(=O)(=O)C1 (stereo not drawn)	-8.0	111.5	99.0	0.9	5.5	102.2	13.9	98.2
COc1ccc2nc3oc(C(=O)N4CCN(c5ccccc5F)CC4)cc3cc2c1	2.9	103.5	99.1	0.0	-2.6	95.7	6.5	91.1
c1ccc2c(c1)nnn1c3ccccc3nc21	11.2	100.7	95.6	10.2	2.0	97.6	8.7	92.7
COc1ccc(/C=N/Nc2nc(Nc3ccccc3)nc(N3CCCCC3)n2)c(OC)c1	-1.2	105.6	/	40.1	1.4	/	2.9	/
N#CC1=C(N)NC(SCc2ccc(Br)cc2)=C(C#N)C12CCCCC2	5.9	79.9	18.5*[may fluoresce violet]	2.2	3.0	255.7*[may fluoresce violet]	-7.5	79.2[may fluoresce violet]
COc1ccccc1NC(=O)Nc1sccc1-c1nc2ccccc2s1	-30.4	106.5	101.7	32.7	-27.8	92.4	-9.9	113.5
COc1ccc(N(C(C)C(=O)N(C)Cc2ccccc2)S(C)(=O)=O)cc1 (stereo not drawn)	-11.0	91.2	101.6	2.1	-0.1	106.3	-21.3	93.2
Cn1nc(C(=O)Nc2ccccc2N2CCCC2)c2ccccc2c1=O	-6.9	121.6	99.9	114.0*	17.9	97.8	0.9	95.9
CCCCn1c(N)c(N(CCOC)C(=O)c2cccc(-n3cnnn3)c2)c(=O)[nH]c1=O	1.1	89.7	98.8	-1.1	0.1	101.6	-3.2	100.0
CCN(C(=O)CSc1cc(-c2ccccc2)c2ccc(OC)cc2n1)C1CCS(=O)(=O)C1 (stereo not drawn)	-0.4	95.5	103.3	1.1	-2.5	95.9	0.2	91.3
COc1cc(/C=N/NC(=O)c2ccncc2)ccc1Oc1ccc([N+](=O)[O-])cn1	9.8	99.3	95.8	2.4	3.2	98.4	4.7	93.2
Cc1cccn2c(=O)c(/C=C(\C#N)C(=O)NC3CCS(=O)(=O)C3)c(N3CCC(C(N)=O)CC3)nc12 (stereo not drawn)	-5.6	93.8	97.5	-0.5	-7.8	100.8	0.0	83.8
C#CCSc1nc(N)c2c(n1)OC(N)=C(C#N)C2c1cccnc1 (stereo not drawn)	4.0	95.1	106.5	-5.7	9.4	120.0	5.6	95.2
Cn1cc(CN2CCC(N3CCNC(=O)CC3)CC2)c(-c2ccccc2F)n1	6.2	110.9	90.2	3.2	-10.7	88.0	-5.7	91.7
Cc1ccc(OCCCCn2ccnc2)c([N+](=O)[O-])c1	15.3	87.0	101.6	61.3*	5.2	100.7	-0.8	94.6
COc1cc(C(=O)NCCSc2ccc(Br)cc2)cc(OC)c1OC	-2.4	117.2	99.6	11.2	7.2	109.9	-5.7	98.7
c1ccc2c(c1)OCC(c1nnc3sc(-c4cnccn4)nn13)O2 (stereo not drawn)	-1.4	127.1	99.8	3.3	-1.0	113.9	11.5	100.1
O=C(C1CCC1)N1CCN(S(=O)(=O)c2ccccc2)CC1	8.0	95.6	100.4	5.2	6.4	101.5	1.4	100.2
OC(COC(c1ccccc1)c1ccccc1)CN1CCCCC1 (stereo not drawn)	-9.6	95.9	108.8	1.8	-4.3	104.5	31.7	96.4
COCCn1c(-c2ccc(OC)cc2)cnc1SCC(=O)Nc1ccc(OC)cc1OC	-0.7	93.9	93.4	3.8	1.3	94.8	-0.8	81.0
O=C(O)CCCC(=O)Nc1nc2n(n1)C(c1ccc(F)cc1)CC(c1ccc(Cl)cc1)N2 (stereo not drawn)	7.2	86.4	107.2	2.0	-0.7	110.7	10.2	111.2
CC(Sc1nc2ccccc2s1)C(=O)NCc1ccc2c(c1)OCO2 (stereo not drawn)	15.9	108.4	100.6	12.3	7.3	94.6	15.9	104.8
O=C(NCCN1CCOCC1)c1c[nH]c2ccc(S(=O)(=O)N3CCOCC3)cc2c1=O	0.8	105.9	101.3	0.0	2.7	98.1	4.2	94.7
COc1ccc(CCC(=O)N2CCCSC2=Nc2ccc(C(C)=O)cc2)cc1	-2.8	110.4	98.2	1.0	-1.5	97.1	0.7	92.7
CCC(CO)Oc1cc(NC(=O)c2ccc(C)cc2)c2ncn(C(C)C)c2c1 (stereo not drawn)	-2.2	102.8	97.3	-0.6	-2.5	100.0	3.8	105.8
